Source: PubChem
eLon inh – E. coli protease La inhibition | purified E. coli Lon protease, fluorescence polarization | 0.42% of 360,000 active | P0A9M0 | inhibition, % at 7.94 µM; in the data active = inhibition above about 13%, passing the limit was not always enough;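 also: 0% = enzyme with probe and DMSO and 100% = no enzyme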
SKN-1 block – inhibitors of C. elegans SKN-1; AID 624304; inhibition, % at 21.8 µM; C. elegans VP596 Pgst-4::GFP/RFP ratio, acrylamide-induced, 24 h; 0.49% of 360,000 active;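 active = interference check ratio from 0.5 to 1.5 plus GFP to RFP signal ratio inhibition reaching or exceeding a fixed threshold, cut at about 30% in these data, passing the limit was not always enough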; also: some compounds called inactive have numbers as strong as hits
Rin1 Abl inh – inhibitors of human Rin1-Abl protein interaction | P00519+Q13671 | 0.4% of 360,000 active | inhibition, % at 7.35 µM | AID 588664 | TR-FRET Rin1/Abl binding, biochemical; in the data active = inhibition above about 5%, passing the limit was not always enough
CendR NRP1 mod – modulators of CendR peptide binding to human neuropilin-1; FAM-RPARPAR peptide binding to NRP-1, fluorescence polarization; inhibition, % at 25 µM; 0.85% of 360,000 active;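 active = inhibition or corrected inhibition above about 18%, plus a signal ratio from 0.5 to 1.5, limit read from the data, passing the limit was not always enough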; also: strong numbers were not always called active
PABP1 MLLE inh – blocks PAM2 peptide binding to the PABP1 MLLE domain | GST-MLLE / FITC-PAM2 fluorescence polarization | 0.36% of 360,000 active | P11940 | inhibition, % at 20 µM; in the data active = inhibition above about 35%, passing the limit was not always enough;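 also: plate controls were DMSO wells with GST-MLLE for no effect and wells lacking GST-MLLE protein for full effect; some results filed as inactive read as strong as hits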
FAS TE block – blocks the thioesterase domain of human fatty acid synthase; P49327; recombinant FAS-TE, OMFH fluorogenic substrate, fluorescence endpoint; inhibition, % at 15 µM; 0.67% of 360,000 active;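 active = compounds whose normalised, plate-corrected inhibition of enzyme fluorescence in the single-dose primary screen is 50% or more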;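 also: 0% = DMSO with enzyme and 100% = substrate without enzyme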
Neddylation inh – inhibitors of human cullin neddylation; P61081+Q13564; TR-FRET cullin neddylation, biochemical; calls only at 25 µM; 0.58% of 360,000 active; AID 651699; in the data active = inhibition above about 36%
bovine MsrA act – activates bovine MsrA enzyme. purified bovine MsrA, absorbance read-out. activation, % at 10.6 µM. 0.3% of 360,000 active. AID 602163; in the data active = activation above about 7.5%;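 also: 0% = vehicle and 100% = reference activator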
MT1-MMP act inh – inhibitors of human MT1-MMP activation; HT1080 RFP-PRO-GFP cells, GFP/RFP ratio fluorescence, overnight; percent of plate control window, DMSO zero; GFP/RFP ratio change, % at 20 µM; 0.061% of 360,000 active; P50281;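 active = GFP/RFP ratio change of at least 30% with cell ATP level not reduced by more than half and red fluorescence within 50% of control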; also: strong numbers were not always called active
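Compound: 20 µM single dose, 1% DMSO / System: HT1080 RFP-PRO-GFP cells / Controls: DMSO and RFP-L50D-GFP cell wells / Read-out basis: GFP/RFP fluorescence ratio / Schedule: overnight compound exposure at 37 °C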
* = called active by the depositor; i = inactive; · = no result given; + = active, no number.

The line under a structure holds: eLon inh, SKN-1 block, Rin1 Abl inh, CendR NRP1 mod, PABP1 MLLE inh, FAS TE block, Neddylation inh, bovine MsrA act, MT1-MMP act inh
- Clc1ccc(-c2cccc3nccn23)cc1
  6, 8, 4, -1, 14, -5, ·, -2, 4
- Cc1nc(-c2ccccc2)c(-c2ccccc2)[nH]1
  -7, 5, -1, 6, 11, -1, i, -1, 1
- CCOC(=O)NC(=O)CSc1ccccn1
  -4, 8, 0, 8, -4, -7, i, -2, 4
- COc1ccc(CCN(C)C(=O)CN2C(=O)NC3(CCCCCC3)C2=O)cc1OC
  10, -14, 2, -16, -6, -7, i, -12, -5
- Nc1nonc1-c1noc(CCCN2C(=O)c3ccccc3C2=O)n1
  -1, 13, -3, 17, 7, -6, i, -4, -1
- CCOC(=O)Cc1c(C)c2ccc(N(CC)CC)cc2oc1=O
  2, -3, 3, 4, -4, -14, ·, -1, 3
- Cc1c(NC(=O)COC(=O)CSc2ccc(C(N)=O)cc2[N+](=O)[O-])c(=O)n(-c2ccccc2)n1C
  3, 2, -2, 0, 3, -7, i, -9, 0
- C[C@@H](CC#N)CN1CC[C@H](C(C)(C)C)CCC1=O
  16, 4, 3, 6, -20, -8, i, -5, -5
- Cc1ccc(OCCCC(=O)N(C)CC(=O)Nc2ccccc2Cl)cc1
  -4, -7, 3, 6, 7, -1, i, -3, -2
- COc1ccc(N2CCN(C(=O)CC34CC5CC(CC(C5)C3)C4)CC2)c([N+](=O)[O-])c1
  6, 1, -1, -12, 2, 30, i, -2, -5
- CCn1c(=O)cc(OCC(=O)NCCC(C)C)c2ccccc21
  -6, 6, 1, 0, 6, -2, i, -1, 0
- CN(c1ccc(O)cc1)c1nc(-c2ccccc2)cs1
  8, 8, -4, -7, 15, 11, i, -3, -3
- CCOc1ccc(CN2CCN(Cc3[nH]c4ccccc4c3C)CC2CCO)cc1 (configuration not stated)
  -8, 9, 1, 38*, -12, 0, i, -2, 0
- COC(=O)c1sc2nc(CN3CCN(c4ccc(OC)cc4)CC3)[nH]c(=O)c2c1C
  -17, 7, -1, -29, -50, -7, i, -3, -4
- N#C/C(=C\c1ccc[nH]1)C(=O)Nc1ccccc1F
  7, 1, -5, 6, 23, -2, i, -6, -1

Reprinted at random: 3 entries already listed, in no set order.
The line under a structure holds: eLon inh, SKN-1 block, Rin1 Abl inh, CendR NRP1 mod, PABP1 MLLE inh, FAS TE block, Neddylation inh, bovine MsrA act, MT1-MMP act inh
- CN(c1ccc(O)cc1)c1nc(-c2ccccc2)cs1
  8, 8, -4, -7, 15, 11, i, -3, -3
- COc1ccc(N2CCN(C(=O)CC34CC5CC(CC(C5)C3)C4)CC2)c([N+](=O)[O-])c1
  6, 1, -1, -12, 2, 30, i, -2, -5
- CCOC(=O)NC(=O)CSc1ccccn1
  -4, 8, 0, 8, -4, -7, i, -2, 4

Next part
The line under a structure holds: eLon inh, SKN-1 block, Rin1 Abl inh, CendR NRP1 mod, PABP1 MLLE inh, FAS TE block, Neddylation inh, bovine MsrA act, MT1-MMP act inh
- O=C(O)C1CCCCC1C(=O)Nc1ccccc1Cl (configuration not stated)
  1, 17, 2, -9, -8, -5, i, -2, -2
- Cc1cccc(C(=O)OCC(=O)c2ccc3c(c2)NC(=O)CO3)c1
  1, 20, -4, -3, -40, -2, i, -2, 6
- Cc1cccc(-n2c(SCC(=O)Nc3ccc4c(c3)OCO4)nnc2-c2ccoc2C)c1
  -5, -5, 1, 3, 3, 3, i, -9, -5
- CCN(c1ccc(OC)cc1)S(=O)(=O)c1nnc(NC(=O)C2CCCCC2)s1
  -3, 11, 0, 6, 14, -2, i, 1, 1
- COc1ccc(CN(C)C(=O)c2ccc(NS(=O)(=O)c3ccc(F)cc3)cc2)c(OC)c1OC
  -11, -1, 2, 12, 0, -1, i, -5, 2
- Cc1c(NC(=O)c2cccc(NC(=O)Cc3ccc(F)cc3)c2)c(=O)n(-c2ccccc2)n1C
  9, 1, 2, -15, -58, -6, i, -1, 1
- Cc1nn(-c2ccccc2)c(Cl)c1CN(C(=O)CCl)c1ccc(Cl)cc1
  4, -3, -3, -48, 6, 37, i, -2, -23
- Nc1c(N(CCC2=CCCCC2)C(=O)Cc2ccc(F)cc2)c(=O)[nH]c(=O)n1Cc1ccccc1
  0, 17, 0, -6, -3, -4, i, -2, -7
- Cc1ccccc1-n1c(C)n[nH]c1=S
  -8, 7, 3, -1, 15, -4, i, -1, 4
- CC(=O)N1CCOc2ccc(S(=O)(=O)N3CCC(C(=O)NCc4ccc(C)cc4)CC3)cc21
  1, -3, 2, 5, 9, -5, i, -4, 3
- O=S(=O)(Cc1ccccc1)C(CCCc1ccccc1)S(=O)(=O)Cc1ccccc1
  -10, -1, 2, -6, 11, 27, i, 0, 2
- O=C(CCc1nc2cccnc2n1Cc1ccccc1)NCCc1ccc(Cl)cc1
  -10, -24, 2, 9, -5, 8, i, -2, 1
- COc1ccc(NC(=O)CCCc2ccc(OC)c(C)c2)cc1
  1, 5, 1, -8, 3, 4, i, 5, 1
- CC(C)COc1ccc(/C=C2/Sc3ccccc3C2=O)cc1
  -6, 13, 0, -96, -6, 14, i, -3, 17
- Cc1ccc(C(=O)NC2CCN(C(=O)NCc3ccccc3)CC2)cc1
  3, 11, -1, -1, 13, -7, i, -2, 0
- COc1ccc(Cl)cc1C(=O)Nc1nc2ccccc2[nH]1
  -24, 7, -4, 5, -2, 0, i, -3, 0
- Cc1ccc(-n2ncc3c(N4CCCC4)ncnc32)c(C)c1
  -5, -14, -2, -3, 3, -10, i, -12, 6
- O=C(c1ccc2oc(Cc3ccc(Cl)cc3)nc2c1)N1CC[C@H](O)C1
  3, 21, 3, -4, -1, -4, i, -2, 0
- O=C(NCCc1ccccc1)/C(=C\c1cccc([N+](=O)[O-])c1)NC(=O)c1ccco1
  -9, 3, 0, 3, 13, 83*, i, -3, -1
- CC(C)C1Cc2c(sc3c2c(=O)n(Cc2ccccc2)c2nncn32)CO1 (configuration not stated)
  3, -3, -2, -8, 7, 30, i, 0, 7
- Cc1cc(Nc2cccc(Cl)c2)nc(NCc2ccccc2)n1
  4, 10, 1, -5, 1, 26, +, -11, -1
- COc1ccc(C(=O)NNS(=O)(=O)c2ccc(OC)cc2)cc1
  0, 4, 1, 3, 18, -8, i, -1, -1
- O=C(CSc1nc2ccccc2[nH]1)c1ccc(Cl)s1
  -3, -5, 4, -9, -88, 4, i, -1, 0
- COc1cccc(-c2nnc(NC(=O)C3CCCCC3)o2)c1
  -5, -7, 0, 6, -1, -7, i, -2, 4
- Cc1ccc(S(=O)(=O)c2nc(S(C)(=O)=O)sc2N2CC(C)OC(C)C2)cc1 (configuration not stated)
  -12, 13, -2, 6, 12, 10, i, -2, -2
- COc1c2c(c(CCC(=O)O)c3c1C=CC(C)(C)O3)OC(C)(C)C=C2
  -5, 10, 1, -1, -2, -4, i, -2, 3
- CC(C)(C)NC(=O)c1ccccc1-c1nc2ccccc2s1
  -7, -2, 1, -9, 6, 4, i, -3, -1
- COc1ccc(NC(=O)CCCC2CCCCC2)cc1S(=O)(=O)N1CCCCC1
  -1, 3, -1, 5, -1, 14, i, -7, 4
- CC(C)COC(=O)OCN1C(=O)CN(CCN2CC(=O)N(COC(=O)OCC(C)C)C(=O)C2)CC1=O
  -2, 7, -2, -10, 18, 0, i, 1, 0
- Cc1cnc(C(=O)OC(C)C(=O)Nc2ccccc2-c2ccccc2)cn1 (configuration not stated)
  10, -3, 0, -10, -11, -5, i, -3, 3
- COc1ccccc1Oc1ccc(S(=O)(=O)N2CCCCC2C)cc1 (configuration not stated)
  -5, 3, 0, 0, 3, 18, i, -10, 1
- Cc1ccc(C(=O)Nc2cccc3ccccc23)cc1
  -8, -3, -2, 6, -1, 0, i, -6, 0
- COc1ccc(NC(=O)CN2CCN(c3nc(-c4cccc(OC)c4)cs3)CC2)cc1
  1, -5, 1, -4, 7, 18, i, -9, -1
- CC(Oc1ccccc1)C(=O)Nc1ccc(NC(=O)c2ccccc2)cc1 (configuration not stated)
  -7, 5, 1, -3, -3, -4, i, -5, 4
- COc1ccc(CC(=O)NNC(=O)CSc2nnc(C)n2-c2ccccc2)cc1
  -1, 7, 0, 0, 7, -5, i, -3, 2
- COc1ccc2c(c1)c(C(=O)N/N=C/c1ccc(OC)c(OC)c1)c(C)n2C
  -17, 4, -1, -6, -1, -5, i, -2, 0
- COc1ccc2[nH]c(C)c(CCNC(=S)Nc3ccccc3OC)c2c1
  -7, 5, -1, 1, -30, -4, i, -13, -3
- CCOC(=O)c1cnc2c(C)cccc2c1Nc1cccc(C(=O)O)c1
  -3, -4, -1, 1, -10, -1, i, -3, 1
- CC1(Oc2ccc(Cl)cc2)CCN(Cc2csc3ccccc23)C1 (configuration not stated)
  -2, 7, -3, -3, 2, 18, i, -1, 0
- Cc1ccc(S(=O)(=O)C2(C(=O)O)CCCC2)cc1C
  -10, 6, 0, 6, -4, -4, i, -1, 5
- C[C@H](NC(=O)OCc1ccccc1)C(=O)N[C@@H](Cc1c[nH]c2ccccc12)C(=O)O
  -14, -2, -1, 10, 3, -4, i, -1, 3
- COc1ccc(CNC(=O)[C@H](C)N2C(=O)N3CCc4c([nH]c5ccc(OC)cc45)[C@@]3(C)C2=O)cc1
  1, 15, -2, -8, -12, -12, i, -2, 0
- Clc1ccc(CN(CC2CCCO2)C(c2cccs2)c2nnnn2C2CCCC2)cc1 (configuration not stated)
  -2, 14, -2, 9, -5, 31, i, -1, -22
- O=C(c1ccc(N2CCCCC2)c([N+](=O)[O-])c1)N1CCOCC1
  0, 12, -6, -10, -2, -10, i, -12, 4
- COc1cc(CC(=O)OCC(=O)Nc2ccccc2C#N)cc(OC)c1OC
  -6, -24, 1, -9, 0, -5, i, -5, 3
- CCOC(=O)C1(CCOC)CCN(Cc2ccc3nonc3c2)CC1
  3, 4, 0, 1, 11, -2, i, -1, -3
- O=C(NCCN1CCN(C(=O)c2cc3ccccc3oc2=O)CC1)c1cc2ccccc2oc1=O
  5, 1, 0, 6, 13, 2, i, -6, 4
- O=C(CCc1nnc(-c2ccc3c(c2)OCO3)o1)NC(c1ccccn1)C(F)(F)F (configuration not stated)
  -6, 3, 6, -1, -4, -4, i, -8, 0
- O=C(CSc1nncc(=O)[nH]1)NCc1ccccc1
  7, 11, 2, -7, 8, -2, i, -3, -3
- Cc1cc(=O)oc2cc(OCC(=O)OCC(=O)Nc3c(C)n(C)n(-c4ccccc4)c3=O)ccc12
  3, 8, -2, 7, 0, -3, i, -3, 0
- CCc1ccc2[nH]c(=O)c(C(c3nnnn3CC3CCCO3)N3CCN4CCCC4C3)cc2c1 (configuration not stated)
  -1, 6, -6, -37, -27, -11, i, -4, -8
- C#Cc1ccc(CN2CCN(CCCc3ccccc3)C(CCO)C2)cc1 (configuration not stated)
  -2, 8, -1, -9, -14, 0, i, -4, 0
- O=[N+]([O-])c1cccnc1Sc1ccccc1Cl
  -4, -1, -1, 5, 8, 15, i, 2, 2
- O=S(OCCN1CCCC1)C(c1ccccc1)c1ccccc1 (configuration not stated)
  6, 2, 3, -10, 0, -7, i, -8, 2
- COC(=O)[C@H]1C[C@H](OC(=O)NCc2ccc(OC)c(OC)c2)[C@@]2(O)CN(S(=O)(=O)c3ccc(C)cc3)CC2[C@H]1C(=O)OC (some centres not stated)
  -4, 2, -2, -12, -7, -7, i, -4, 2
- CC(=O)NS(=O)(=O)c1ccc(NC(=O)c2ccc3c(c2)C(=O)N(CCC(C)C)C3=O)cc1
  -7, 3, -3, 6, -5, -50, i, -5, 2
- CN1C(=O)N(CC(=O)N2CCN(S(=O)(=O)c3ccc4c(c3)CCC4)CC2)C(=O)C12CCCCC2
  0, 11, -4, 20, 13, -1, i, -2, 2
- COc1ccc(OCCOc2ccc(S(=O)(=O)N3CCCC3)cc2C(N)=O)cc1
  -7, -2, 0, 7, 4, -8, i, 2, -1
- COc1ccc(OC)c(NC(=S)N2c3ccccc3CC2C)c1 (configuration not stated)
  5, 19, 1, -2, -7, 6, i, -14, 3
- CC1Cc2ccccc2N1C(=O)CSc1nnnn1C(C)C (configuration not stated)
  1, -2, 2, -4, 7, -1, i, 1, 4
